CSM14.1 death rescue – protection against thapsigargin-triggered cell killing – 384-well, CSM14.1, ATP luminescence, primary screen (AID 1222). CSM14.1 thapsigargin-induced death rescue, ATP luminescence; higher % means a stronger effect. cellular ATP content (survival), % at 20 µM, or EC50 in µM where a hit was titrated. 190,000 tested, under 10 active;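 active = EC50 below 50 µM in the dose-response confirmation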;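 also: death triggered by thapsigargin at about 15 µM added after 2 h compound pretreatment; cell ATP read after overnight thapsigargin exposure of roughly 18 to 22 hours; normalized against plate controls of thapsigargin alone and 5% DMSO vehicle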
Yfh1-off respiration – enhancers of respiration in Yfh1-depleted yeast, dose response, Friedreich's ataxia, plus single-dose screen (AID 1465); S. cerevisiae Yfh1-off respiration, WST-1 reduction, 72 h; higher fold induction means a stronger effect; one-dose fold induction at 50 µM; EC50 in µM for titrated hits; 220,000 compounds, 0.074% hits;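 active = fold induction of absorbance versus untreated yeast above a set limit, then at least 30% activation at any dose in follow-up; inconclusive = repeats straddling the limit, or above it without dose testing; inactive = fold induction below the set limit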;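 also: activators that raise dye reduction in frataxin-depleted yeast; strong numbers were not always called active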
West Nile virus CPE – inhibition of WNV-induced cytopathic effect – cell-based, CPE readout (AID 1621); West Nile virus-infected cells, CPE inhibition; higher % means a stronger effect; CPE inhibition, % at 10 µM, or IC50 in µM where a hit was titrated; 290,000 compounds, 0.02% hits; in the data active = a potency from the dose series; inconclusive = CPE inhibition mostly from about 3.7% at the one dose, without a potency; inactive = the rest, 99 in 100 with CPE inhibition below about 2.2%; also: strong numbers were not always called active
WT yeast gro inh – growth inhibition of WT yeast, mitochondrial fusion screen | mitochondrial fusion phenotypic screen, WT strain | inhibition, % at 10 µM | 190,000 compounds, 2.1% hits | AID 1362; in the data active = inhibition above about 58%; tested in S. cerevisiae
Dengue-2 NS5 capping – flavivirus cap methylation enzyme inhibition – biochemical, confirmation dose response, primary screen (AID 588689); Dengue-2 NS5 methyltransferase capping enzyme assay, biochemical; higher % means a stronger effect; one-dose inhibition, % at 25 µM; IC50 in µM for titrated hits; 340,000 compounds, 0.3% hits; in the data active = a potency from the dose series; inconclusive = inhibition above about 29% without an active follow-up result
UTI89 phage lysis – inhibition of K1F phage lysis, E. coli UTI89, bacterial capsule biogenesis inhibitors, alamar blue (AID 488966). one-dose inhibition, % at 100 µM; IC50 in µM for titrated hits. 340,000 compounds, 0.02% hits. E. coli UTI89 K1F phage lysis, alamar blue, 2 h; higher % means a stronger effect;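 active = phage lysis inhibition, versus mean bacterial control, above a set limit; inconclusive = no clear call, values can overlap the other calls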;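 also: capsule biogenesis inhibitors block K1F phage lysis so surviving cells raise fluorescence; higher fluorescence means more inhibition of phage lysis; actives were called in the ten point dose series up to 300 µM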
RSV antiviral HEp-2 – inhibition of RSV-induced cytopathic effect – HEp-2 cells, primary 10 µM value included (AID 2391). HEp-2 cells, RSV-induced CPE inhibition; higher % means a stronger effect. one-dose CPE inhibition, % at 10 µM; IC50 in µM for titrated hits. 310,000 compounds, 0.13% hits; in the data active = a potency from the dose series; inconclusive = CPE inhibition mostly from about 23% at the one dose, without a potency; inactive = the rest, 99 in 100 with CPE inhibition below about 21%; also: strong numbers were not always called active
XIAP displacement – small molecules displacing peptide from XIAP – biochemical, IAP family, fluorescence polarization (AID 1018); 200,000 compounds, 0.007% hits; XIAP BIR domain, fluorescence polarization peptide displacement; higher % means a stronger effect; one-dose displacement, % at 20 µM; IC50 in µM for titrated hits; in the data active = displacement above about 50%; also: a part of the inactive calls stands beside numbers as strong as those of hits
Large T inhibition – TAg ATPase/helicase activity blockers – biochemical (AID 1903). SV40 large T antigen ATPase/helicase inhibition assay; higher % means a stronger effect. 310,000 compounds, 0.39% hits. one-dose inhibition, % at 20 µM; IC50 in µM for titrated hits; in the data active = a potency from the dose series; inconclusive = inhibition mostly from about 32% at the one dose, without a potency; inactive = the rest, 99 in 100 with inhibition below about 32%; also: strong numbers were not always called active
WT yeast gro inh mutant strain – further read-out of WT yeast gro inh, marked with its call; inhibition, %; mitochondrial fusion phenotypic screen, mutant strain inhibition
Dengue-2 NS5 capping pilot replicate – also measured in Dengue-2 NS5 capping; calls as there; inhibition, %; measured here: pilot screen replicate inhibition
Numbers without * were called inactive; i = inactive; ? = inconclusive; · = no result given; [ ] = remark or other dose.

SMILES	CSM14.1 death rescue	Yfh1-off respiration	West Nile virus CPE	WT yeast gro inh	WT yeast gro inh mutant strain	Dengue-2 NS5 capping	UTI89 phage lysis	RSV antiviral HEp-2	XIAP displacement	Large T inhibition	others
O=C(COC(=O)CN1C(=O)c2ccccc2C1=O)Nc1ccc(S(=O)(=O)N2CCCC2)cc1	0.2%	i	12.1%	6.1	6.1	-4.5%	0.9%	0.4%	-5.2%	3.1%
Cc1ccc(N/N=C(\Cc2nc3ccccc3[nH]2)c2ccccc2)cc1	-4.3%	i	0.2%	16.9	10.4	1.9%	3.2%[50 µM]	10.0%	-0.3%	3.9%
O=C(CCN1C(=O)c2cccc3cccc(c23)C1=O)N1CCN(Cc2ccc3c(c2)OCO3)CC1	-0.6%	i	0.6%	23.2	-0.2	4.0%	-0.9%	3.2%	-6.5%	7.8%
COc1ccccc1NC(=O)CCc1nnc2ccc(N3CCN(C)CC3)nn12	·	·	-0.2%	·	·	-7.1%	0.3%	0.2%	·	6.7%
Cc1ccc(SC[C@H](c2ccccc2)N2CCN(CCc3ccccc3)CCC2=O)cc1	·	i	-0.8%	·	·	-0.4%	3.9%	-1.0%	·	7.5%
CCc1ccc(CSc2nccn2-c2ccccc2)cc1	1.9%	i	1.2%	26.2	23.2	-8.2%	0.3%	3.8%	-11.6%	9.5%
CCc1ccc(OCCOCC(O)CNC(C)CC)cc1 (stereo unspecified)	-2.1%	i	-0.2%	10.6	-11.4	-1.5%	7.6%	0.7%	-1.2%	18.8%
CCc1ccc(OCCOCC(O)CNC2CCCC2)cc1 (stereo unspecified)	-1.8%	i	-0.6%	5.8	2.8	-6.0%	0.2%	-2.0%	-5.2%	7.6%
COc1ccc(CNC(=O)C/C(C)=N/NC(=O)COc2ccc(Br)cc2)cc1	-0.3%	i	-0.3%	-16.5	-4.8	-8.2%	0.2%	0.8%	-7.8%	4.4%
CCOc1cc(C(=O)NCc2ccco2)cc(OCC)c1OCC	·	·	-0.7%	·	·	·	-0.9%	-2.5%	·	15.5%
O=C(/C=C/c1ccccc1)N(Cc1ccc(Cl)cc1)C1CCS(=O)(=O)C1 (stereo unspecified)	·	i	0.2%	·	·	·	·	2.7%	·	8.0%
CC(=O)Nc1ccccc1NC(=O)c1cc(C)ccc1C	1.1%	i	-0.3%	-5.1	7.7	-4.4%	0.2%	-1.9%	-4.6%	1.7%
COc1ccc2c(C)cc(C)nc2n1	·	i	1.4%	·	·	-9.8%	-0.1%	1.4%	·	13.3%
CCc1ccc(N2C(=O)CN(Cc3cccs3)C2=S)cc1	-1.1%	i	-1.2%	-2.1	-16.4	-8.9%	0.4%	1.9%	-5.0%	7.3%
CCC1CCCCN1CCCNC(=O)C1CCCN(S(=O)(=O)N2CC(C)CC(C)C2)C1 (stereo unspecified)	·	·	-0.3%	·	·	-7.1%	0.1%	-2.3%	·	6.3%
CCCC(=O)Nc1ccc(Br)cn1	-1.1%	i	0.5%	13.6	11.5	-4.3%	1.7%	0.2%	-5.4%	-2.8%
CCOC(=O)C1CCN(C(=O)c2cc(C(C)(C)C)nn2Cc2ccccc2)CC1	·	i	-0.6%	·	·	-5.4%	-0.5%	0.8%	·	6.1%
Cn1c(C(C)(O)C(O)c2ccccc2)nc2ccccc21 (stereo unspecified)	-0.3%	i	-0.1%	-18.1	-4.7	·	·	1.1%	-3.6%	4.9%
CNC(=O)COC(=O)c1ccccc1Oc1ccccc1	-2.4%	i	0.2%	6.9	6.8	-7.5%	-0.2%	-1.4%	-1.7%	4.0%	Dengue-2 NS5 capping pilot replicate=-3.0
Cc1ccccc1NC(=S)N=Nc1c(O)n(C)c2ccc(S(=O)(=O)N3CCOCC3)cc12	10.8%	i	0.1%	56.5	9.0	-9.4%	5.5%	1.4%	0.3%	7.8%
CN(C)C(=O)C1CC(=O)OC12CCCCC2 (stereo unspecified)	·	i	0.6%	·	·	-5.4%	-0.2%	2.1%	·	1.9%
CCCn1nc(C(=O)NNC(=O)C2CSC3(C)CCC(=O)N23)c2ccccc2c1=O (stereo unspecified)	·	·	·	·	·	-6.5%	1.7%[50 µM]	-0.4%	·	9.2%
COc1cc(-c2nnc(SCC(=O)O)n2-c2ccccc2)cc(OC)c1OC	·	·	-0.2%	·	·	2.0%	0.2%	1.2%	·	13.6%
O=C(CN1CCN(C(c2ccccc2)c2ccccc2)CC1)NC(=O)NCc1ccco1	-1.0%	i	-1.6%	4.3	6.9	-1.6%	-0.1%	0.8%	-14.7%	12.5%
CCOc1ccc(CCNC(=O)CN2C(=O)CCSc3ccccc32)cc1	·	·	-0.4%	·	·	-4.6%	0.1%	0.6%	·	9.9%

Other compounds
SMILES	CSM14.1 death rescue	Yfh1-off respiration	West Nile virus CPE	WT yeast gro inh	WT yeast gro inh mutant strain	Dengue-2 NS5 capping	UTI89 phage lysis	RSV antiviral HEp-2	XIAP displacement	Large T inhibition	others
O=C(O)c1cnn(-c2nc(-c3ccc(Cl)cc3)cs2)c1C(F)(F)F	·	·	-0.1%	·	·	2.0%	-0.1%	?	·	2.6%
Cc1ccc(C)c(OCc2cc(C(=O)NC3CCOC(C)(C)C3)no2)c1 (stereo unspecified)	·	·	-1.1%	·	·	-7.7%	-0.3%	2.1%	·	21.4%
Cc1cc(OC(=O)c2c(Cl)cccc2Cl)nc(C)n1	-0.5%	i	-0.6%	7.9	-32.4	-1.6%	-0.2%	0.7%	-2.1%	-4.1%
O=C(N1CCOCC1)N1CCCC(c2nc(-c3cccs3)no2)C1 (stereo unspecified)	6.4%	i	-0.6%	-6.7	-7.7	-2.7%	0.5%	0.9%	0.7%	0.6%
CCOC(=O)N1CCN(C(=O)c2cc3ccccc3o2)CC1	·	·	0.0%	·	·	0.0%	0.2%	-0.1%	·	9.5%
Cc1[nH]c2ccc(Br)cc2c(=O)c1CN1CCOCC1	-1.6%	i	1.1%	15.3	12.0	-8.1%	-1.3%	0.4%	-6.2%	-1.1%
Cc1ccc(C(=O)OCC(=O)N(C)c2ccccc2)c(C)c1	·	·	0.0%	·	·	-7.3%	0.1%	1.3%	·	-0.4%
c1ccc(C2CC(c3cccs3)Nc3nnnn32)cc1 (stereo unspecified)	-1.8%	i	-0.3%	-18.4	-3.0	-3.8%	0.4%	1.1%	-7.0%	1.9%
O=C(COC(=O)[C@H](Cc1ccccc1)NC(=O)c1ccco1)NCc1ccccc1	1.0%	i	0.9%	-15.8	-10.9	-4.4%	0.2%	-1.1%	-3.9%	11.0%	Dengue-2 NS5 capping pilot replicate=-0.9
O=C(Cn1ccc2ccccc2c1=O)NCCC(=O)N1CCN(C2CCCCC2)CC1	·	i	-0.6%	-5.3	-13.2	-4.5%	0.0%	-0.4%	-4.7%	3.8%
COc1cccc(NC(=O)C2CCCN(S(=O)(=O)c3cccc4cccnc34)C2)c1 (stereo unspecified)	·	i	-0.2%	7.5	-5.6	1.4%	8.5%	0.8%	-1.1%	9.5%
S=c1[nH]nc(-c2ccncc2)n1Cc1ccco1	-2.3%	i	0.8%	-10.3	-3.7	-16.5%	0.5%	0.4%	-5.4%	17.1%
COc1ccc(N2C(=O)CC(NNc3ncc(Cl)cc3Cl)C2=O)cc1 (stereo unspecified)	0.2%	i	0.4%	1.6	7.0	-8.0%	2.1%	-2.0%	-3.7%	19.5%
COCCOC(=O)N/C=C\c1nc2ccccc2c(=O)[nH]1	0.2%	i	-0.9%	5.3	-11.1	-3.7%	4.0%	2.9%	-3.4%	0.4%
S=C(Nc1ccccc1)N1CCn2c(nc3ccccc32)C1	-0.4%	i	0.1%	-0.4	-4.5	-5.4%	0.1%	5.0%	-5.4%	0.1%
CN(C)S(=O)(=O)c1cccc(NC(=O)c2ccc(-n3cncn3)c([N+](=O)[O-])c2)c1	·	·	·	·	·	-0.7%	1.4%[50 µM]	1.5%	·	24.4%
O=C(c1ccccc1F)N1CCCC(C(=O)N2CCN(c3ccccc3)CC2)C1 (stereo unspecified)	·	i	0.0%	·	·	-0.8%	0.5%	2.3%	·	3.2%
S=C(NCC1CCCO1)Nc1ccc(Cl)cc1Cl (stereo unspecified)	-0.5%	i	-0.7%	-1.2	1.8	-11.7%	0.3%	0.3%	-3.8%	8.4%
C#CCCOC(=O)Nc1ccccc1	·	i	0.0%	·	·	-6.5%	0.2%	5.7%	·	6.0%
CC(C)NC(=O)C1CCN(C2CCN(Cc3cn[nH]c3-c3ccccc3)CC2)CC1	0.2%	i	1.2%	1.6	0.4	-5.8%	-0.2%	-0.9%	-5.6%	3.9%
COC(=O)c1cc(-c2ccc(Br)cc2)c2c(=O)n(C)c(=O)n(C)c2n1	·	·	?	·	·	-4.8%	0.1%	2.1%	·	4.8%
CCn1nnnc1SCC(=O)N1CCOCC1	-2.4%	i	0.2%	-15.2	-15.1	-1.6%	0.0%	0.6%	-9.1%	2.3%
Clc1ccc2nc(CN3CCCc4ccccc43)cn2c1	·	i	0.7%	46.4	47.2	3.5%	-0.3%	13.2%	0.7%	8.0%
O=c1cc(-c2ccccc2)[nH]c2cc(Cl)ccc12	-1.9%	i	2.4%	1.3	3.7	-3.2%	0.0%	3.6%	-3.0%	5.6%
CCOC(=O)CON1C(=O)C(C)(C)N(OCC(=O)OCC)C(=O)C1(C)C	-1.3%	i	0.3%	4.6	12.2	4.8%	-0.3%	0.0%	1.5%	23.1%

Next part
SMILES	CSM14.1 death rescue	Yfh1-off respiration	West Nile virus CPE	WT yeast gro inh	WT yeast gro inh mutant strain	Dengue-2 NS5 capping	UTI89 phage lysis	RSV antiviral HEp-2	XIAP displacement	Large T inhibition	others
CC(C)(C)OC(=O)N1CC(O)CC1C(=O)OCC(=O)c1ccccc1 (stereo unspecified)	1.4%	i	-0.4%	-18.9	-7.9	-5.6%	0.2%	-0.4%	-3.6%	23.4%
COCCN1C=C(C(=O)OC)C(c2ccccc2C(F)(F)F)C(C(=O)OC)=C1	-2.1%	·	·	4.9	0.1	-0.8%	0.5%	2.5%	6.4%	-1.2%
CCOc1ccc(NS(=O)(=O)c2ccc3[nH]c(=O)c(=O)[nH]c3c2)cc1	0.9%	i	0.5%	-5.3	-1.2	·	·	-0.2%	-2.5%	11.5%
O=C(N/N=C/C=C/c1ccccc1)c1n[nH]c2c1CCC2	-1.1%	·	·	20.4	11.5	-4.3%	2.0%	1.1%	1.8%	4.3%
Cc1ccc(CC(=O)NCc2ccc(F)cc2)cc1	-1.7%	i	-0.6%	-3.5	-3.9	·	2.9%	-0.1%	0.8%	7.9%
COc1ccc(NC(=O)c2ccccc2O)c(OC)c1	-1.4%	i	-0.2%	27.7	45.4	-4.8%	7.0%	-0.7%	-8.2%	7.2%
CCc1ccc(N(CC(=O)NC2CC2)S(=O)(=O)c2ccc(C)cc2)cc1	·	·	-0.8%	·	·	-2.3%	0.0%	0.6%	·	9.0%
COc1cc(NC(=O)c2ccc(-c3cccc([N+](=O)[O-])c3)o2)ccc1NC(=O)C(C)C	·	·	?	·	·	0.6%	1.5%[50 µM]	1.5%	·	10.3%
